# Bioassay records from PubChem BioAssay.
# Mtb FBA inh = inhibits M. tuberculosis FBA enzyme; hit rate 2.3% among 360,000; purified M. tuberculosis FBA, fluorescence read-out; inhibition, % at 1 µM; in the data active = inhibition above about 27%;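 note: 0% = vehicle and 100% = reference inhibitor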
# Target sequence (P9WQA3 whole entry, looked up): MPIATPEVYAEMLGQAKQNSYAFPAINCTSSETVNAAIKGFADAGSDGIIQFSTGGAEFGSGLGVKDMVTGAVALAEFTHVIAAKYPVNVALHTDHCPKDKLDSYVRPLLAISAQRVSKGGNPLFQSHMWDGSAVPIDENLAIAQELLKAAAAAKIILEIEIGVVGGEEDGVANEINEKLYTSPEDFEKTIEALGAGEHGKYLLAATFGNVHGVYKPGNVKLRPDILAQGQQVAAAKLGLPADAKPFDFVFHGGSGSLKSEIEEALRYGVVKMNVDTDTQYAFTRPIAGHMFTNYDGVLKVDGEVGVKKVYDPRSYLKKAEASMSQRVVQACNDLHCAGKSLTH
# GDH-TPI inh = counter-screen for M. tuberculosis FBA inhibitors: GDH-TPI coupled enzymes | GDH-TPI coupled enzyme counterscreen, NADH absorbance | inhibition, % at 4.8 µM | hit rate 1.2% among 360,000 | AID 588335; in the data active = inhibition above about 30%;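 note: 0% = DMSO wells and 100% = wells lacking the enzyme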
# TcdB inh = TcdB glycohydrolase inhibition | P18177 | TcdB glycohydrolase enzymatic assay, plate reader | inhibition, % at 9.99 µM | hit rate 0.24% among 350,000 | AID 652162; in the data active = inhibition above about 10%
# Yp Topo-I inh = Y. pestis Topo-I inhibition via cleavage products; Y. pestis Topo-I cleavage product accumulation, plate reader; activity, % at 10 µM; hit rate 0.064% among 360,000; AID 504884; in the data active = activity above about 50%, passing the limit was not always enough; note: inactives centre near 2
# BH1578 lux ind = induces V. cholerae light production without autoinducers. V. cholerae BH1578 lux reporter, luminescence, 6 h. activation, % at 18.7 µM. hit rate 0.16% among 350,000; in the data active = activation mostly above about 9.7%, no sharp cut-off; note: not every result past the cut was called active; inactives centre near 0; reference of the scale not given here
# PfHsp40 yeast = compounds rescuing yeast from Plasmodium falciparum HSP40 toxicity; hit rate 0.68% among 340,000; growth rescue, % at 12.5 µM; S. cerevisiae expressing PfHsp40, growth rescue, ATP luminescence; in the data active = growth rescue above about 28%, passing the limit was not always enough;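 note: yeast W303a lacking pdr1 and pdr3 grown in galactose medium; growth measured after three days at 30 °C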
# BioA inh = inhibitors of Mycobacterium tuberculosis BioA enzyme. inhibition, % at 9.99 µM. purified M. tuberculosis BioA enzyme, plate reader. hit rate 0.096% among 360,000. AID 602481; in the data active = inhibition above about 40%
# FadD28 FP inh = blocks FadD28 binding to the bisubstrate probe. inhibition, % at 12.5 µM. fluorescence polarization. hit rate 0.22% among 360,000; in the data active = inhibition above about 8.5%, passing the limit was not always enough
# Mtb UGM inh = blocks M. tuberculosis UGM enzyme; inhibition, % at 10 µM; hit rate 0.06% among 320,000; P9WIQ1; AID 504406; purified UGM, fluorescence polarization probe displacement; in the data active = inhibition above about 10%, passing the limit was not always enough
# Target sequence (P9WIQ1 whole entry, looked up): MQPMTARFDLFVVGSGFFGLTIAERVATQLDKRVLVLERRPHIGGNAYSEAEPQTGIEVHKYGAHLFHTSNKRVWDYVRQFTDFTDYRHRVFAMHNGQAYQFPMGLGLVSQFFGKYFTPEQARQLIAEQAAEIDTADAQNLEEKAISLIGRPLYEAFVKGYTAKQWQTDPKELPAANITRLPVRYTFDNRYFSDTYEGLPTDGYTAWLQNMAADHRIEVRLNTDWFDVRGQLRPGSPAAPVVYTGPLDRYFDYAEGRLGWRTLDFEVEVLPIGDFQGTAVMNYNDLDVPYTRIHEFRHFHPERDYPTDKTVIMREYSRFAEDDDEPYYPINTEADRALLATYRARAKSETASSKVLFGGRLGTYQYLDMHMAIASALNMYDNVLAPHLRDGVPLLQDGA
# * marks the source's active call; other numbers are inactive results; i = inactive; . = no result given; + = active, no number.
SMILES,Mtb FBA inh,GDH-TPI inh,TcdB inh,Yp Topo-I inh,BH1578 lux ind,PfHsp40 yeast,BioA inh,FadD28 FP inh,Mtb UGM inh
CN1CCN(Cc2c(O)ccc3cc(-c4ccccn4)c(=O)oc23)CC1,+,11,0.6,5,-0.3,-2.1,0.5,0.4,3.9
CCCc1nnc(SCC(=O)N(CC)CC)n1CC1CCCO1 (configuration not stated),0,-6,3.7,3,-0.3,-0.8,.,-3.8,2.7
CC(C)(C)c1ccc(S(=O)(=O)NC(=O)C2(C)CCN2C(=O)C2(c3ccccc3)CC2)cc1 (configuration not stated),-3,9,-0.6,-6,i,.,-1.0,-1.7,.
C=C1C(=O)C23C(O)C1CCC2C12CCCC(C)(COC(C)=O)C1C(O)C3(O)OC2 (configuration not stated),0,11,0.4,38,i,-0.6,.,-1.2,.
CCOC(=O)c1c(NC(=O)CC(C)C)sc(C(C)=O)c1C,2,18,.,6,i,-0.6,.,-1.9,2.7
CCOCC(=O)Nc1ccc(S(=O)(=O)Nc2nccs2)cc1,2,-1,-1.0,3,-0.7,-1.1,-0.7,-1.2,0.2
NNC(=S)Nc1ccc(OC(F)(F)F)cc1,7,4,0.4,-5,-1.0,0.1,.,-1.4,-1.0
Cc1c(NC(=O)CCSCCc2ccccn2)cccc1[N+](=O)[O-],1,-5,1.0,2,i,-1.7,1.8,-4.6,2.8
COCCNC(=S)N/N=C/c1ccc([N+](=O)[O-])cc1,-3,28,2.3,3,i,-1.5,0.7,-0.1,-0.4
c1ccc(Cn2c[n+](Cc3ccccc3)cn2)cc1,1,-4,1.1,-8,-0.5,0.3,.,-1.0,0.4
COc1ccc(OC(F)(F)F)cc1CC1(C)C(=O)Nc2ccc(-c3ccsc3)cc21 (configuration not stated),-4,-6,0.0,10,i,.,-1.7,-5.2,.
Cn1c(-c2ccc(F)cc2)cnc1SCC(=O)N1CCCc2ccccc21,0,6,0.0,6,i,-0.6,-2.7,1.1,1.4
Nc1c(C2CCCCC2)c(=O)on1C(=O)c1ccccc1,-1,3,-0.2,-3,i,0.8,-3.6,-0.2,.
Cc1ccc(-n2c(SCC(N)=O)nnc2-c2ccccn2)cc1,-1,-4,.,1,0.6,0.2,1.0,-0.2,-0.2
CCC1=C(OC(=O)N(CC)CC)N2C(=O)OC(=NCc3ccccc3)[C@]2(C)[C@H]2C1=CC[C@H]1C(=O)N(c3ccccc3)C(=O)[C@H]12,4,-4,-3.3,-9,-0.8,-0.3,-3.6,-0.6,2.5

# Two entries drawn at random from those above, as already listed:
SMILES,Mtb FBA inh,GDH-TPI inh,TcdB inh,Yp Topo-I inh,BH1578 lux ind,PfHsp40 yeast,BioA inh,FadD28 FP inh,Mtb UGM inh
Cc1ccc(-n2c(SCC(N)=O)nnc2-c2ccccn2)cc1,-1,-4,.,1,0.6,0.2,1.0,-0.2,-0.2
CN1CCN(Cc2c(O)ccc3cc(-c4ccccn4)c(=O)oc23)CC1,+,11,0.6,5,-0.3,-2.1,0.5,0.4,3.9

# Next part.
SMILES,Mtb FBA inh,GDH-TPI inh,TcdB inh,Yp Topo-I inh,BH1578 lux ind,PfHsp40 yeast,BioA inh,FadD28 FP inh,Mtb UGM inh
COc1cccc(-c2cc(=O)c3cc(NC(=O)c4ccccc4)ccc3[nH]2)c1,8,15,1.2,2,-11,0.1,-1.6,-3.9,1.8
Cc1ccc(S(N)(=O)=O)cc1NC(=O)/C=C/c1cccs1,0,20,.,-5,i,0.5,0.8,-3.9,1.8
COc1ccc(Cl)cc1NC(=O)CN(C)C(=O)c1ccc(-n2cncn2)cc1,-1,0,0.4,9,0.8,0.1,34,-3.4,-0.8
CCC(=O)NC1(C(F)(F)F)C(=O)NC(C)=C1C#N (configuration not stated),-5,5,.,1,5.9,0.4,0.9,-1.6,2.2
CCN1CCN(c2ccc(NC(=O)c3cccc(S(=O)(=O)N4CCCC4)c3)cc2)CC1,2,6,2.3,2,8.3,0.6,-1.1,0.6,0.0
COc1ccc(Oc2coc3cc(O)ccc3c2=O)cc1,17,45*,-1.2,-6,i,0.9,-1.3,-2.3,-1.8
COCCn1c(=N)c(C(=O)NCc2ccco2)cc2c(=O)n3ccccc3nc21,138*,3,.,18,i,0.2,2.4,1.2,-0.7
Cc1cccc(NC(=O)CCSc2nncn2C)c1,0,-1,.,5,i,-0.7,-1.5,-1.2,-2.2
O=C(CN1C(=O)c2cccc3cccc1c23)NCc1cccnc1,1,13,.,0,-0.3,1.6,1.5,-3.9,1.4
Cc1ccc(-c2nc(CSCC(=O)NCCCN3CCOCC3)c(C)o2)cc1,3,6,.,3,-0.4,0.3,-1.0,-0.4,0.6
CN(C)Cc1c(C(=O)N/N=C/CCc2ccccc2)nnn1-c1nonc1N,-2,-4,-4.7,1,0.0,-0.5,2.0,1.5,1.8
C[C@H](CO)N1C[C@H](C)[C@@H](CN(C)S(=O)(=O)c2cccs2)Oc2c(NC(=O)Cc3ccccc3)cccc2C1=O,-2,4,-0.5,8,-0.5,1.5,4.9,0.1,1.8
CCN1CCN(c2ccc([N+](=O)[O-])cc2S(=O)(=O)N2CCOCC2)CC1,-3,7,-2.2,-3,-1.0,1.1,0.3,-0.7,-1.1
CCOC(=O)CSc1nnc(-c2ccc(S(=O)(=O)NCc3cccs3)cc2)o1,1,6,-0.1,0,-0.6,-1.0,-1.5,-0.6,-1.5
CCOC(=O)c1sc(NC(=O)c2sc(C)nc2C)nc1C,-5,35*,0.2,-1,-2.2,-1.2,.,-1.9,0.6
C=CCn1c(=O)c2ccccc2n2c(SCC(=O)Nc3sc(C(=O)N(CC)CC)c(C)c3C(=O)OCC)nnc12,-1,-8,0.1,3,i,1.2,.,-3.3,-0.2
Cc1c(-c2nnc(SCC(=O)O)n2-c2ccccc2Br)nnn1-c1ccccc1,3,9,.,0,-0.2,-0.1,.,-0.9,3.1
N#CC1(c2ccccc2)CCCN1C(=O)c1ccco1 (configuration not stated),-2,-3,.,-7,i,0.2,2.6,-3.8,-1.0
Cc1occc1C(=O)NNC(=S)Nc1cccc([N+](=O)[O-])c1,-3,12,0.2,0,.,-0.9,2.8,3.7,-1.9
N/C(CC(=O)NCCOc1ccccc1)=N\O,-4,-1,.,-5,i,-2.0,-1.9,-2.9,-1.9
COC(=O)C1=C(C)NC(=O)NC1c1ccc2ccccc2c1 (configuration not stated),-1,-1,-1.0,-8,i,-0.5,-1.7,-0.3,5.0
Cc1ccc(N2CCN(CC(O)COC3CCCCC3)CC2)cc1 (configuration not stated),-5,-1,.,-8,-1.7,1.2,-1.7,-1.5,-0.6
COc1cccc(C(=O)N=c2sc3c(C)ccc(OC)c3n2C)c1,-2,-2,0.7,-14,-0.1,-0.1,-1.3,-3.3,-6.1
CCC1CCCCN1C(=O)c1ccc([N+](=O)[O-])o1 (configuration not stated),1,1,-0.6,4,0.6,0.0,0.1,-3.8,0.7
COc1ccc(N2CCN(C(=O)COC(=O)CC(NC(N)=O)c3ccc(Cl)cc3)CC2)cc1 (configuration not stated),-1,4,2.0,10,0.8,.,0.5,-3.3,.
CCCS(=O)(=O)N1CCCC(C(=O)NCCCN(Cc2ccccc2)C(C)C)C1 (configuration not stated),-3,0,.,-5,i,-0.1,1.0,-2.9,-0.6
Cc1cc(N2CCOCC2)nc2ccc(NC(=O)CCC(=O)N3CCN(c4ccc(F)cc4)CC3)cc12,63*,14,0.9,6,1.0,0.6,-0.2,-1.7,0.6
O=C1Nc2ccc(Br)cc2C(c2ccccc2Cl)=NC1O (configuration not stated),-1,0,2.7,-7,-0.4,-0.8,0.4,-4.5,2.4
c1ccc(CCc2nn3c(Cc4ccccc4)nnc3s2)cc1,2,9,.,8,i,-0.5,1.1,-1.2,2.2
CCN1CCN(c2ccc(S(=O)(=O)N3CCCC3)cn2)CC1,4,-2,0.5,-2,i,0.8,.,0.2,-3.5
COc1ccc(C(C)(C)C)cc1NC(=O)c1ccc[n+]([O-])c1,0,4,1.5,0,-2.2,-0.5,31,-3.8,-0.1
Cc1cccc(C(=O)NCC(=O)N2CCCC2)c1,9,1,0.7,-8,-12,0.3,-4.0,0.0,-2.1
O=C(CCc1ccc(S(=O)(=O)N2CCOCC2)cc1)Nc1nc(COc2ccccc2)cs1,0,5,.,-2,i,-0.2,.,0.6,1.2
O=C(Cn1c2ccccc2c(=O)c2cc([N+](=O)[O-])ccc21)Nc1ccccc1Cl,-1,10,0.4,-5,i,-0.7,.,-4.4,3.5
CCN1CCN(CCCNC(=O)CCC(=O)N2CCOc3ccc(Cl)cc32)CC1,3,7,1.3,-10,-1.3,-1.0,-2.3,-0.5,-5.0
CC[C@@H]1CN(C)[C@H]2Cc3c([nH]c4ccccc34)C(=O)C[C@@H]1[C@@H]2C(=O)OC,5,12,0.4,6,-0.4,-0.4,-0.2,0.3,5.9
O=S(=O)(c1ccc2c(c1)CCN2)N1CCCC1,0,5,0.7,5,i,-1.0,-0.4,-0.3,-1.2
CC1(C)C2([N+](=O)[O-])CN3CC1([N+](=O)[O-])CN(C2)C3c1ccccn1 (configuration not stated),0,-14,0.8,3,i,-1.8,-0.4,-3.4,0.5
Cc1cccc(N2CCN(C(=O)c3ccc(N4CCCC4=O)cc3)CC2)c1C,0,1,.,4,-3.4,0.3,0.3,-0.8,-2.3
CCNS(=O)(=O)c1ccc(CCC(=O)NC2CCCC2)cc1,0,5,.,-7,i,-0.8,.,-0.5,2.8
CC1(C)N=C(C(=O)c2ccccc2)N(O)C1(C)O (configuration not stated),4,-3,.,-1,3.4,-0.4,0.2,1.1,2.2
Cc1ccccc1NC(=O)Cn1c(NCC(C)O)nc2ccccc21 (configuration not stated),-1,-1,0.8,2,-0.7,0.1,.,0.0,1.0
O=C(CN1C(=O)c2ccccc2S1(=O)=O)NCc1ccccc1,0,17,-0.2,0,-7.8,0.1,-2.0,0.2,-2.8
COc1ccccc1NS(=O)(=O)c1ccc(C)c(NS(=O)(=O)c2cc(C(=O)O)cc(C)c2C)c1,1,-2,1.9,8,i,-0.9,0.5,-1.3,4.9
Cc1cccc(OCCn2cc(/C=N/NC(=O)c3ccncc3)c3ccccc32)c1,0,18,.,14,0.0,11,.,-1.8,2.2
CC(C)c1ccc(S(=O)(=O)NCCCN2CCOCC2)cc1,2,-5,-0.1,0,-0.2,.,3.0,-0.4,.
COCCn1c(SCC(=O)Nc2ccc(C(C)=O)cc2)nnc1-c1ccco1,2,1,-1.0,7,-0.2,-0.9,.,.,-0.5
COc1ccc(C(CCN2CCOCC2)c2c(O)cc(OC)cc2OC)cc1 (configuration not stated),1,7,-0.2,-13,-2.2,-0.7,-0.4,-3.3,-0.2
COc1ccc(-n2c(COc3ccc(Cl)cc3)nnc2SCc2ccc(C#N)cc2)cc1,1,-3,.,3,i,2.4,-0.1,-2.1,-0.6
Cc1ccc(/C=C/c2onc(C)c2S(=O)(=O)N2CCC(C(=O)N3CCN(C)CC3)CC2)cc1,3,29,0.8,9,2.6,-0.3,-0.2,-1.8,-1.1
Cc1ccc(OC/C(O)=C(\C#N)c2nc3ccccc3s2)cc1,-1,19,-6.1,-1,-0.2,0.0,.,1.6,-1.2
O=C(NCC(c1ccco1)N1CCCCC1)C(c1ccccc1)c1ccccc1 (configuration not stated),-1,12,-0.4,21,-0.3,-1.3,-0.2,-2.4,-3.1
O=C(CCCC(=O)n1cnc2ccccc21)n1cnc2ccccc21,1,3,.,3,i,-1.1,0.9,-1.1,-2.1
CCCCOc1cccc(C(=O)N(Cc2cccs2)C2CCS(=O)(=O)C2)c1 (configuration not stated),-5,3,.,23,-2.1,0.2,6.6,-2.2,3.6

# Single records (already shown). Order of values: Mtb FBA inh, GDH-TPI inh, TcdB inh, Yp Topo-I inh, BH1578 lux ind, PfHsp40 yeast, BioA inh, FadD28 FP inh, Mtb UGM inh
# Cc1c(-c2nnc(SCC(=O)O)n2-c2ccccc2Br)nnn1-c1ccccc1 across the screens: 3, 9, ., 0, -0.2, -0.1, ., -0.9, 3.1
# COc1ccc(-n2c(COc3ccc(Cl)cc3)nnc2SCc2ccc(C#N)cc2)cc1 across the screens: 1, -3, ., 3, i, 2.4, -0.1, -2.1, -0.6
# COCCNC(=S)N/N=C/c1ccc([N+](=O)[O-])cc1 across the screens: -3, 28, 2.3, 3, i, -1.5, 0.7, -0.1, -0.4
# O=C1Nc2ccc(Br)cc2C(c2ccccc2Cl)=NC1O (configuration not stated) across the screens: -1, 0, 2.7, -7, -0.4, -0.8, 0.4, -4.5, 2.4
# Cc1cccc(N2CCN(C(=O)c3ccc(N4CCCC4=O)cc3)CC2)c1C across the screens: 0, 1, ., 4, -3.4, 0.3, 0.3, -0.8, -2.3
